CHRM1 agonist – activates human CHRM1 receptor. P11229. CHO-K1 hM1, Fluo-8 calcium fluorescence, agonist mode; 0% DMSO, 100% acetylcholine EC100. activation, % at 3 µM. 360,000 compounds, 0.33% hits. AID 588814;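 active means activation above the run's mean compound activation plus 3 SD, cut at about 16% in these data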;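 further: peak over basal fluorescence ratio within a 140 s kinetic read after compound addition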
CHO-K1 Ca antag – M1 antagonist counterscreen hit in parental CHO-K1 cells. ATP-induced calcium, Fluo-8 fluorescence. AID 602250. 360,000 compounds, 0.6% hits. inhibition, % at 3 µM;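 active means inhibition above a per-plate cutoff, the plate's mean sample inhibition plus 3 SD, cut at about 24% in these data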;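 further: 0% = DMSO plus EC80 ATP and 100% = DMSO alone without ATP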
CHO-K1 Ca ag – counter-screen for M1 agonists: effect in parental CHO-K1 cells. Fluo-8 calcium fluorescence; scaled to maximal ATP response, vehicle zero. activation, % at 3 µM. 360,000 compounds, 0.48% hits. AID 602248; in the data active means activation above about 15%;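 further: untransfected CHO-K1 host cells lacking M1 receptor as counterscreen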
OXTR potentiate – potentiates the human oxytocin receptor response. CHO-OTR cells, Fluo-8 calcium fluorescence, potentiator mode; 0% = oxytocin EC15, 100% = EC100. activation, % at 3 µM. AID 2445. 320,000 compounds, 0.061% hits;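 active means activation above that plate's cutoff, the mean activation of tested compounds plus 3 SD, cut at about 6.6% in these data, passing the limit was not always enough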;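 further: 100% uses oxytocin at 75 nM as the full agonist control; some results filed as inactive read as strong as hits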
Target sequence (P30559 whole entry, looked up): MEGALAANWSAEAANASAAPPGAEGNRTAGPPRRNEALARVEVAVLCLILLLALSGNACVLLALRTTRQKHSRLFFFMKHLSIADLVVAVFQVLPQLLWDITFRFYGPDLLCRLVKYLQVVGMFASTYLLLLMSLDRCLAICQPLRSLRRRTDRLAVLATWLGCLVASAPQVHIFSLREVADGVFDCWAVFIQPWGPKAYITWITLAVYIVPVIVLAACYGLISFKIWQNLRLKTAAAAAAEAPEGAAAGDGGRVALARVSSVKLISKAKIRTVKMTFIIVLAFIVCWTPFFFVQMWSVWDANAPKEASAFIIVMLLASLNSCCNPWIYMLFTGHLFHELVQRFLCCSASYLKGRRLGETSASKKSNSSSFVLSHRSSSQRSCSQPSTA
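Dosing: Single dose, 3.0 µM nominal final compound concentration | Material: Human OTR in CHO cells | Technique: Kinetic Fluo-8 calcium fluorescence | Benchmarks: EC15 oxytocin alone as 0%, 75 nM oxytocin as 100% | Probe or stimulus: Oxytocin at about EC15, sub-maximal agonist stimulus | Incubation: Compound 6 min at room temperature before oxytocin, 100 s read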
TAAR1 antag – antagonists of human TAAR1 | Q96RJ0 | CHO RD-HGA16 TAAR1, Fluo-8 calcium fluorescence, antagonist | inhibition, % at 3 µM | 360,000 compounds, 1.5% hits | AID 624466;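 active means inhibition above a per-plate cutoff, the mean inhibition of test compounds on that plate plus 3 SD, cut at about 49% in these data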;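 further: 0% = DMSO plus EC80 beta-PEA response and 100% = DMSO alone without agonist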
Target sequence (Q96RJ0 whole entry, looked up): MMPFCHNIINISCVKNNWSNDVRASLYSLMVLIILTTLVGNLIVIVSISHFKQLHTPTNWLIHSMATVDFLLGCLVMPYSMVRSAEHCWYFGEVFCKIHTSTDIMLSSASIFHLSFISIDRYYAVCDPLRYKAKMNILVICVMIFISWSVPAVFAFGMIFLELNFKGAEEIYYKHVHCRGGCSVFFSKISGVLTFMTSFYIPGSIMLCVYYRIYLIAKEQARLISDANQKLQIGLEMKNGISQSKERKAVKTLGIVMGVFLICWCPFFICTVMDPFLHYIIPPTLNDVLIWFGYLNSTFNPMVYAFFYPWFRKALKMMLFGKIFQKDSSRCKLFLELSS
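test system = CHO RD-HGA16 cells bearing hTAAR1 | replication = singlicate | controls = DMSO-only wells and EC80 β-PEA-stimulated wells | reagent = EC80 β-phenethylamine stimulus | read-out basis = percent inhibition of PEA-evoked calcium signal, max/basal emission ratio | schedule = seeding 17-24 h prior, 75-min 37 °C, 30-min RT dye loading | signal = kinetic Fluo-8 calcium fluorescence measurement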
M1 antag – human CHRM1 antagonism; CHO-K1 hM1, Fluo-8 calcium fluorescence, ACh EC80 antagonist; 360,000 compounds, 1.3% hits; inhibition, % at 3 µM;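 active means percent inhibition above its own plate's cutoff, namely the mean of that plate's compound wells plus 3 SD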;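 further: peak over basal fluorescence ratio during 140 s after agonist addition; 0% = ACh EC80 plus DMSO and 100% = DMSO alone without agonist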
CHO-K1 Ca PAM – nonselective activator or artifact in parental CHO-K1 calcium assay; ATP EC20, Fluo-8 calcium fluorescence; 0% at ATP EC20, 100% at ATP max; activation, % at 3 µM; 360,000 compounds, 0.02% hits;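 active means activation above the run cutoff, the mean activation of all test compounds plus 3 SD, cut at about 40% in these data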;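 further: peak over basal fluorescence ratio in a 140 s read after ATP addition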
CHO parental Ca – counter-screen for OX1R antagonists: effect in parental CHO cells; parental CHO-K1, ATP-induced calcium, Fluo-8 fluorescence; inhibition, % at 5.6 µM; 330,000 compounds, 0.63% hits; AID 463079;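 active means inhibition above that plate's mean sample inhibition plus 3 SD, cut at about 26% in these data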;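 further: 0% = ATP-challenged DMSO wells and 100% = DMSO wells without ATP; some compounds past the cut are filed as inactive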
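Material: Parental CHO cells | Reagent: ATP | Compound dosing: Single nominal dose of 5.6 µM per compound | Detection: Intracellular calcium via Fluo-8 no-wash fluorescent dye | Read-out: % inhibition of ATP-induced calcium mobilization | Benchmarks: Low control ATP plus DMSO, high control DMSO only | Replicates: Singlicate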
TAAR1 agonist – agonists of human TAAR1. CHO RD-HGA16 TAAR1, Fluo-8 calcium fluorescence; vehicle wells 0%, saturating PEA agonist 100%. activation, % at 3 µM. 360,000 compounds, 0.99% hits. AID 624467;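 active means activation above the mean activation of all test compounds in the run plus 3 SD, cut at about 38% in these data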
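System: CHO-derived RD-HGA16 cells with stable Gα16 and human TAAR1. Times: 17-24 h plating, Fluo-8 75 min 37 °C, 30 min RT. Measured by: calcium-sensitive Fluo-8 signal, excitation 470-495, emission 515-575 nm. Read-out basis: % activation relative to PEA EC100 response. Control set: DMSO and PEA EC100. Repeats: no replicates (n 1).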
Numbers without * were called inactive; . = no result given.

compound | CHRM1 agonist | CHO-K1 Ca antag | CHO-K1 Ca ag | OXTR potentiate | TAAR1 antag | M1 antag | CHO-K1 Ca PAM | CHO parental Ca | TAAR1 agonist
OC1CCN(c2c3c(nc4cc(-c5ccc(Cl)cc5)nn24)CCC3)CC1 | -3 | -2 | 0.1 | -13 | 7 | -41 | 6 | -8 | 4
CCN1CCN(CCCNC(=O)c2ccccc2NC(=O)C2=C(C)OCCS2)CC1 | -9 | 6 | -0.1 | -3 | -1 | -9 | 11 | 5 | -1
CCOc1ccc(N2C(=O)CN=C2Nc2ccccc2F)cc1 | -4 | -4 | -0.4 | -3 | -4 | -12 | 4 | -4 | 1
CCOC(=O)COc1ccc(S(=O)(=O)NCC2CCCO2)cc1 (stereo not drawn) | -1 | -19 | 1.2 | -2 | -4 | -8 | 9 | 5 | 7
O=C(CCCN1C(=O)c2ccccc2C1=O)Nc1cccc(S(=O)(=O)NC2=NCCC2)c1 | -12 | -11 | 0.2 | -19 | 10 | -8 | 8 | -11 | -1
COc1cc(/C=C(\C#N)C(=O)NCC2CCCO2)ccc1OC(C)C (stereo not drawn) | -2 | -4 | 0.6 | 5 | 0 | -2 | 19 | -3 | -1
OC[C@H]1OC(O)[C@H](O)[C@@H](O)[C@H]1O (stereo partly drawn) | 1 | 3 | 1.0 | -1 | -3 | -29 | 2 | 4 | 0
Cc1ccc([N+](=O)[O-])cc1S(=O)(=O)NCCc1cn2ccccc2n1 | -4 | -17 | 0.4 | -4 | -6 | -10 | -1 | -4 | -2
CCCCn1c(SCC(=O)OCC)nc2c1c(=O)[nH]c(=O)n2C | -5 | 0 | 0.9 | -3 | -1 | -11 | 18 | -5 | 1
COCc1nc2oc3ccc(F)cc3c(=O)c2cc1C(=O)OC | 0 | 14 | -0.1 | . | -18 | 22 | -10 | . | 3
CCc1nnc(NS(=O)(=O)c2ccc(N=CC3=C(O)CC(C)(C)CC3=O)cc2)s1 | -4 | -4 | 1.3 | -5 | -2 | -2 | 19 | -6 | 13
O=C1c2cccc3cccc(c23)N1Cc1ccc(F)cc1 | -3 | 12 | -0.3 | 1 | 0 | -3 | -11 | -15 | -1
Cc1cc(C(=O)OCC(=O)N2C(C)CCCC2C)c2ccccc2n1 (stereo not drawn) | -2 | -6 | -0.1 | -1 | 9 | 4 | 3 | -21 | 3
Cc1noc(NS(=O)(=O)c2ccc(N/C=C\C(=O)c3ccncc3)cc2)c1C | -4 | -5 | 0.0 | 2 | 2 | -4 | 18 | 1 | 0
COc1ccc2c(c1)c1ncn(CCN3CCNCC3)c(=O)c1n2C | -6 | -10 | 0.8 | 0 | 6 | 8 | 15 | -12 | 4
COc1ccc(Cn2nnnc2CN2CCc3ccccc3C2)cc1 | -3 | 3 | -0.1 | -19 | -12 | 10 | -27 | -22 | -1
CCCCNC(=O)CCC(=O)Nc1ccc2nc(N3CCOCC3)cc(C)c2c1 | -5 | 0 | 0.4 | 1 | 18 | -2 | 3 | -4 | 2
COc1ccc(S(=O)(=O)NCc2ccccn2)cc1NC(=O)c1ccccc1C | 6 | 8 | -0.3 | 6 | -21 | -8 | -2 | -7 | 0
CSc1cccc(NS(=O)(=O)c2ccc3c(c2)CCN3C(C)=O)c1 | -3 | 29* | 18* | -23 | 30 | 31 | -29 | 64* | 12
COc1ccc(OC)c(NC(=O)CCN2CC(C)CC(C)C2)c1 (stereo not drawn) | -7 | -4 | 0.2 | -6 | . | -7 | 7 | -8 | .
CC(C(=O)N1CCc2ccccc21)n1cnc2c1c(=O)n(C)c(=O)n2C (stereo not drawn) | -1 | -16 | 2.0 | -3 | 5 | -6 | 9 | 3 | 1
Cc1ccc(-c2nn3c(=O)c(C)nnc3s2)cc1 | -2 | -14 | 0.1 | 2 | -13 | 4 | -3 | 8 | -2
CN(CC#CC1(O)c2ccccc2-c2ccccc21)Cc1ccccc1 | -5 | -15 | 2.2 | -6 | -5 | -2 | 24 | -16 | 7
O=C1C2C3C=CC(O3)C2C(=O)N1N=Cc1ccc2c(c1)OCO2 (stereo not drawn) | -2 | -7 | 0.1 | . | -9 | 4 | -5 | . | 0
O=C(NNc1nc(-c2ccc(F)cc2)cs1)c1ccccc1 | -3 | 6 | 0.4 | -6 | -15 | -2 | -1 | -4 | 0
Cc1cc(N/N=C/c2ccc(O)cc2O)nc(-n2nc(C)cc2C)n1 | -8 | 19 | 1.8 | -3 | 43 | 13 | -8 | 9 | 9
CCOc1cc(C(=O)NC)cc(Br)c1OCc1ccccc1 | -6 | -21 | -0.1 | -8 | 3 | 4 | -4 | -26 | -2
CCCCCC(=O)Nc1cccc(S(=O)(=O)NC2=NCCC2)c1 | -2 | -7 | -0.4 | 3 | -15 | -4 | 8 | -4 | 2
O=C(CN1C(=O)NC(Cc2c[nH]c3ccccc23)C1=O)NCC(F)(F)F (stereo not drawn) | -3 | -2 | 1.5 | -7 | -10 | 0 | 15 | 3 | 0
NNC(=O)Cc1cccc2ccc(Cl)cc12 | -2 | -6 | 0.4 | . | -22 | -3 | 8 | . | 1
COC(=O)NC1CCC(NC(=O)OC)CC1 (stereo not drawn) | -4 | 12 | -0.3 | -7 | -29 | 0 | 5 | -10 | 3
CC(C)CCN1C(=O)c2ccc(C(=O)N3CCCCC3)cc2C1=O | -1 | 3 | 1.8 | 0 | 3 | -8 | -5 | -12 | 8

Results in M1 antag and CHO parental Ca (two entries from above):
| Molecule | M1 antag | CHO parental Ca |
| --- | --- | --- |
| CCOc1cc(C(=O)NC)cc(Br)c1OCc1ccccc1 | 4 | -26 |
| CCCCCC(=O)Nc1cccc(S(=O)(=O)NC2=NCCC2)c1 | -4 | -4 |

Following part:
compound | CHRM1 agonist | CHO-K1 Ca antag | CHO-K1 Ca ag | OXTR potentiate | TAAR1 antag | M1 antag | CHO-K1 Ca PAM | CHO parental Ca | TAAR1 agonist
CC1CCCN(C(=O)CSc2n[nH]c(-c3cccs3)n2)C1 (stereo not drawn) | -1 | -12 | 1.7 | -7 | -12 | -15 | 19 | 8 | 1
Cc1ccccc1C(=O)OCC(=O)N(C)c1c(N)n(Cc2ccccc2)c(=O)[nH]c1=O | -5 | 1 | 1.1 | 3 | 3 | -8 | 17 | -13 | 2
COc1ccc(C)cc1NCc1ccc(OC)c(C)c1OC | -1 | -8 | 0.2 | 0 | 14 | -20 | 22 | -19 | 9
Cn1cccc1Cc1nnc(SCC(=O)Nc2ccc(F)cc2)n1CCc1ccccc1 | -1 | -7 | 1.0 | -3 | 6 | -15 | 20 | -20 | 1
Cc1oc(-c2ccccc2)nc1C(=O)O | 6 | 17 | -0.4 | -16 | 7 | -10 | -10 | 6 | 9
COc1ccc(C(C)C)cc1S(=O)(=O)N1CCN(c2ccccc2)CC1 | -6 | -21 | 1.9 | -26 | -20 | -4 | 13 | 4 | 5
COCCn1c(=NC(=O)CCS(=O)(=O)c2ccccc2)sc2ccccc21 | 0 | 13 | 2.7 | -6 | -5 | 6 | -17 | -19 | 0
COc1cccc(NC(=O)c2ccncc2)c1 | -2 | -5 | 0.3 | -1 | -8 | 6 | 14 | 1 | 12
COc1ccc(C2/C(=C(\O)c3ccc4c(c3)OCCO4)C(=O)C(=O)N2Cc2ccco2)c(OC)c1 (stereo not drawn) | -1 | -3 | 0.6 | -18 | -10 | -10 | 13 | 2 | -1
Clc1ccc(-n2ncc3c(NCCCn4ccnc4)ncnc32)cc1 | -5 | -3 | 0.3 | -3 | -3 | -2 | 18 | 5 | 0
O=C(O)Cn1cc2c(n1)CCCC2 | -3 | 0 | -0.3 | -11 | -13 | -6 | 11 | 1 | 0
CSc1ccccc1C(=O)NCC(c1ccco1)N1CCCCC1 (stereo not drawn) | -14 | -7 | 0.3 | -3 | 1 | -8 | 14 | -10 | 1
O=C(Nc1ccccc1F)c1csc([C@@H]2C[C@H](O)[C@@H](CO)O2)n1 | 1 | -10 | 2.0 | . | -23 | -18 | 28 | . | 2
COC(=O)N(C)C[C@@H]1OCc2cnnn2CCCC(=O)N([C@H](C)CO)C[C@H]1C | 0 | -17 | 0.2 | . | -21 | -16 | 14 | . | 2
Cc1ccc(Cl)cc1N1CCN(C(=O)Cc2ccc(-n3c(=O)[nH]c4ccsc4c3=O)cc2)CC1 | -9 | -1 | 1.6 | -5 | -4 | 1 | 0 | -24 | 4
O=C1CCCN1CCC(=O)N1CCCC(Nc2ccc(F)cc2)C1 (stereo not drawn) | -3 | -5 | 0.3 | -6 | -23 | -8 | 4 | -8 | 1
COCC(C)NC(=O)c1ccccc1OC(C)=O (stereo not drawn) | 0 | -20 | 0.6 | -11 | -15 | -10 | 9 | -5 | 6
CC(C)[C@H](NC(=O)[C@@H]1Cc2c([nH]c3ccccc23)C2c3ccccc3C(=O)N21)C(=O)NCC1CCCO1 (stereo partly drawn) | -1 | 2 | -0.2 | -2 | 9 | -11 | 11 | -26 | 1
S=c1[nH]nc(Cc2ccccc2)n1-c1cccc2ccccc12 | -12 | -4 | 0.4 | -4 | -2 | -13 | 14 | -8 | 6
CCOC(=O)N1CCN(C(=O)Nc2ccc3nc(-c4ccccn4)c(-c4ccccn4)nc3c2)CC1 | -4 | -4 | 2.7 | -6 | -8 | 2 | 14 | -20 | 10
O=C(CSc1c2c(nc3ccc(Cl)cc13)CCCC2)N1CCN(C(=O)c2ccco2)CC1 | -5 | -17 | 3.4 | . | 15 | -3 | 20 | . | 4
c1ccc(Nc2ncnc3sc4c(c23)CCC4)cc1 | -9 | -13 | 0.6 | -3 | -13 | -1 | 6 | -15 | 23
CCn1c(SCC(=O)c2ccccc2)nnc1-c1cc2cc(Br)ccc2o1 | -1 | -4 | 0.4 | -16 | -7 | -34 | 11 | -20 | 8
Cc1ccc(-c2nnc(-c3ccc(NC(=O)c4cccs4)cc3)o2)cc1 | -2 | -35 | 0.9 | -6 | -13 | -26 | 30 | -16 | 2
